# NPC1 promoter act – activators of NPC1 promoter; 320,000 tested, 2.4% active; AID 485313; Huh7 NPC1 promoter luciferase reporter, 24 h; Potency, µM (series often up to 9.22 µM), without a hit: at the highest dose activation, actives largely listed as activators;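 further: potency means the concentration at half of the fitted maximal effect; % of control where 0% means no effect; nearly all actives have a fitted effect of over 60% in size; reporter is driven by a mutant NPC1 promoter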
#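 Luminescence from an NPC1 promoter-driven luciferase reporter in stably transfected Huh7 cells was measured after 24 h compound treatment at 37 °C, followed by 10 min ambient incubation with luciferase detection reagent.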
# ELG1 repair inh – blocks ELG1-dependent DNA repair in HEK293T cells | HEK293T ELG1-luciferase reporter, luminescence, 16 h; DNA damage induced by 5-fluorouridine | Potency, µM (highest dose often 46.1 µM), for the others: top-dose activity change, negative = inhibition, usual class: inhibitors | 330,000 tested, 2.3% active; further: potency means the concentration at half of the fitted maximal effect; on the % scale 0 is the no-effect control and ±100 the full control effect; nearly all actives have a fitted effect of over 55% in size
#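 DMSO vehicle served as the neutral condition. Each well held 2,000 cells given 5-fluorouridine plus compound; after 16 hr at 37 °C/5% CO2, ONE-Glo was added and luciferase measured 30 min later.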
# Gal4-VP16 FLuc – inhibits Gal4-VP16 luciferase reporter, ROR gamma counter-screen; Drosophila S2 Gal4-VP16 UAS-luciferase, luminescence, 20 h; Potency, µM (doses to about 53.6 µM), inactives show top-dose activity, negative = inhibition, actives largely listed as inhibitors; 310,000 tested, 3.5% active; AID 2546;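 further: Gal4-VP16 expression switched on by copper sulfate through the metallothionein promoter; potency means the concentration at half of the fitted maximal effect; on the % scale 0 is the no-effect control and ±100 the full control effect; nearly all actives have a fitted effect of over 50% in size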
# Rab9 prom act – Rab9 promoter activation. Huh7 Rab9 promoter-luciferase reporter, luminescence, 24 h. Potency, µM (highest dose often 9.22 µM), for inactives: top-dose activation, negative = inhibition, hits mostly activators. 320,000 tested, 2.8% active. AID 485297; further: potency means the concentration at half of the fitted maximal effect; % of control where 0% means no effect; nearly all actives have a fitted effect of over 60% in size
#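 Luminescence read-out: Huh7 cells stably expressing Rab9-luciferase, treated 24 h with compound at 37 °C, then lysed with luciferase reagent for 10 min at ambient before reading.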
# ELG1 genotox – induces genotoxicity in HEK293T cells with luciferase-tagged ELG1 | HEK293T ELG1-luciferase reporter, luminescence, 16 h | Potency, µM (titrated, usually from 46 µM), inactives show at the highest dose activity change, positive = activation, hits mostly activators | 330,000 tested, 1.3% active | AID 504466; further: potency means the concentration at half of the fitted maximal effect; % of control where 0% means no effect; nearly all actives have a fitted effect of over 60% in size
#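 Genotoxic stress is detected as increased luminescence from luciferase-tagged ELG1 in HEK293T cells, measured with ONE-Glo after a 16 hr treatment at 37 °C.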
# Tb PFK inh – blocks T. brucei phosphofructokinase. O15648. T. brucei PFK, ADP-Glo luminescence. Potency, µM (top dose mostly 57.5 µM), inactives show at the highest dose activity, negative = inhibition, usual class: inhibitors. 330,000 tested, 0.17% active. AID 485367;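 further: potency means the concentration at half of the fitted maximal effect; 0% = uninhibited 1x PFK enzyme wells and -100% = no-enzyme wells; nearly all actives have a fitted effect of over 60% in size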
# Target sequence (O15648 whole entry, looked up): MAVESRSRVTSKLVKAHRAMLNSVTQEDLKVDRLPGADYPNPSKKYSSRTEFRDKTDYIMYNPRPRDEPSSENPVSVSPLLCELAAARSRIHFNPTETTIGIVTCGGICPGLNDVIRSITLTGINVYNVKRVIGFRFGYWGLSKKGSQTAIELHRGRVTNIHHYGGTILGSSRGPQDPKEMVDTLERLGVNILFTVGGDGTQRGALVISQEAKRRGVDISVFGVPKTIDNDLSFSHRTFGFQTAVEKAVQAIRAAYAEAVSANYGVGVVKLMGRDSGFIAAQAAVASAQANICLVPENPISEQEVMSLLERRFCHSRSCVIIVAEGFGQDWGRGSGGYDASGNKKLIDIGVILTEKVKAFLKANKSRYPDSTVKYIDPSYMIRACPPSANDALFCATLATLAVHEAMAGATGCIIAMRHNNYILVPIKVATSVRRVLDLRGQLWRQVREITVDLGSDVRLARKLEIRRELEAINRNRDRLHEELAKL
#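 PFK 1.25 nM, F6P 0.5 mM, ATP 0.1 mM, 0.1 M TEA pH 8.0, 5 mM MgCl2, 0.01% Tween20, 0.1% BSA; 45 min RT. ADP-Glo readout. qHTS titration up to 57 uM; curves fitted, compounds curve-classed.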
# BRCA1 expr act – BRCA1 expression activation. MCF7-BRCA1-FFLuc reporter, luminescence, 48 h; response scale: scaled: vehicle 0%, 10 µM genistein 100%. Potency, µM (highest dose often 46.1 µM), for inactives: at the top dose activation, most hits filed as activators. 380,000 tested, 1.1% active; further: potency means the concentration at half of the fitted maximal effect; nearly all actives have a fitted effect of over 80% in size; some results filed as inactive show a strong effect at the top dose
#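 Reporter cells (MCF7, BRCA1 promoter-firefly luciferase) received library compounds across a concentration series for 48 h. End-point luminescence was measured and concentration-effect curves derived after normalization.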
# RORg inh – ROR gamma (mouse) transcription inhibition. P51450. Drosophila S2 Gal4-RORgamma UAS-luciferase reporter, 20 h. Potency, µM (series often up to 53.6 µM), without a hit: at the highest dose activity change, negative = inhibition, actives largely listed as inhibitors. 310,000 tested, 5.4% active. AID 2551; further: potency means the concentration at half of the fitted maximal effect; on the % scale 0 is the no-effect control and ±100 the full control effect; nearly all actives have a fitted effect of over 60% in size
# Target sequence (P51450 whole entry, looked up, the tested form may be a part): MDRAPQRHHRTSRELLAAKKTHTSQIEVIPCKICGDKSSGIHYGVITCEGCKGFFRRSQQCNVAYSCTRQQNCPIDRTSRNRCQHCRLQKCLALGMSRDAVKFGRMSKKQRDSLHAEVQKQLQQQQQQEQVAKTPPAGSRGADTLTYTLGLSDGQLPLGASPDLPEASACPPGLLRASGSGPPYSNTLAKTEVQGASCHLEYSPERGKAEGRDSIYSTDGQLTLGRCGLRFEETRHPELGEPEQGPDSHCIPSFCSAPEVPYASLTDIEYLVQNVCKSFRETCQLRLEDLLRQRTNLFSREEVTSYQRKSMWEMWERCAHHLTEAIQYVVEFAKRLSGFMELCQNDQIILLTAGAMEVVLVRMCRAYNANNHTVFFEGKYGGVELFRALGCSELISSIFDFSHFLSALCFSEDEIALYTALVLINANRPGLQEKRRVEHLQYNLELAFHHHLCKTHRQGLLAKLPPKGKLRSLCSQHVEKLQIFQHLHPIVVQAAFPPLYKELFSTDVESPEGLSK
#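 Using a luciferase readout, inhibitors were identified by reduced reporter activity in Drosophila cells coexpressing a copper-inducible Gal4–ROR gamma fusion and UAS-driven Photinus luciferase, incubated 20 hr after 700 uM copper sulfate.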
# TRPV1 ag – human TRPV1 agonism | Q8NER1 | TRPV1-expressing cells, Fluo-8 calcium influx, agonist mode | activation, % at 8.33 µM | 320,000 tested, 0.19% active | AID 540275; in the data active means activation above about 80%; inconclusive means between about 30% and that limit; further: 0% is about no effect
#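 Fluo-8 calcium influx in TRPV1-expressing cells, kinetic read (ex 480/em 520 nm). Compound added and read 3 min for agonist activity, followed by capsaicin at EC20 final and 2 min further read for enhancement.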
# FLuc counter – firefly luciferase modulation, counter-screen for miR-21 project | P08659 | purified FLuc, Km substrates, luminescence inhibition | Potency, µM (series often up to 57.5 µM), without a hit: at the top dose activity change, negative = inhibition, usual class: inhibitors | 360,000 tested, 6.9% active | AID 588342;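 further: potency means the concentration at half of the fitted maximal effect; plate controls were vehicle for no effect and reference inhibitor for full effect; nearly all actives have a fitted effect of over 55% in size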
#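 Biochemical qHTS of compounds, final roughly 60 µM downward over six points, against 10 nM purified firefly luciferase using Km concentrations of substrates (10 uM D-luciferin, 10 uM ATP) in Tris acetate pH 7.5 buffer; luminescence output.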
# p53 reactivation – restores transcriptional activity of mutant p53; H1299 p53-A138V BP100-luciferase reporter, luminescence, 24 h; 320,000 tested, 0.063% active; Potency, µM (doses to about 92.2 µM), for inactives: top-dose activity change, positive = activation, hits mostly activators; further: potency means the concentration at half of the fitted maximal effect; % of control where 0% means no effect; nearly all actives have a fitted effect of over 45% in size
#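 p53-null H1299 cells stably carrying temperature-sensitive p53-A138V and a BP100-luciferase reporter were pinned with compounds (4-point, 1:5 series) and held 24 hrs at 37 deg C. Luminescence was read 10 min after detection reagent.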
# * = called active by the depositor; ? = inconclusive; nt = no result given; [ ] = remark or other dose. Unless noted, the call rests on the fitted dose curve; in most records, active means well fitted curve in the direction sought with a large enough effect; inconclusive means small, poorly fitted or top-dose-only effect, or another doubt; inactive means no such curve, though single readings can be large; an effect the other way counts as inactive or inconclusive. Rows are unselected, and some 15% of all compounds hit somewhere here.
SMILES | NPC1 promoter act | ELG1 repair inh | Gal4-VP16 FLuc | Rab9 prom act | ELG1 genotox | Tb PFK inh | BRCA1 expr act | RORg inh | TRPV1 ag | FLuc counter | p53 reactivation
COCCn1c(N)c(N(Cc2ccccc2)C(=O)c2cc(=O)[nH]c3ccccc23)c(=O)[nH]c1=O | nt | 14% | nt | nt | 0% | 3% | -13% | nt | nt | nt | 6%
COc1ccc(/C=N/n2cncn2)cc1CSc1ccccn1 | -4% | 2% | -5% | -1% | 3% | -9% | 0% | -1% | 0 | ? | -7%
Cc1ccc(-n2[nH]c3c4c(ccc3c2=O)C(=O)c2ccccc2C4=O)cc1 | -1% | 17% | 3% | -8% | 4% | -2% | -5% | -5%[10 µM] | -4 | 1% | 4%
CCOC(=O)C1(CCCc2ccccc2)CCN(S(=O)(=O)N(C)C)CC1 | 1% | -11% | -11% | -1% | -11% | 1% | -32% | ? | ? | 0% | nt
CC(C)(C)NC(=O)N1CCN(S(=O)(=O)c2ccc3c(c2)CCC3)CC1 | 3% | 8% | nt | 6% | 2% | -5% | 1% | nt | 20 | 1% | 4%
CC(C)N(C(=O)[C@H]1C[C@H](CC(=O)NC(C)(C)C)C(=O)N2CCc3c([nH]c4cc(-c5ccco5)ccc34)[C@]12C)C(C)C | nt | -18% | nt | nt | -3% | -5% | -25% | nt | nt | nt | -6%
Cc1ccc(S(=O)(=O)Nc2ccc(C(=O)Nc3cc(C)on3)cc2)cc1 | -9% | -11% | 17% | 0% | -2% | -1% | 3% | -5% | -2 | 2% | -2%
O=C(Cn1nnc2ccccc2c1=O)Nc1ccc(S(=O)(=O)N2CCOCC2)cc1 | 4% | 16% | 0% | 2% | 3% | 0% | -7% | -4% | -1 | -2% | -5%
Cc1ccc(-c2cc(-c3cccs3)[nH]n2)c(O)c1 | 3% | ? | ? | 3% | 4.1µM* | 0% | -19% | 11µM* | -1 | 6.7µM* | ?
CC(C)(C)C(=O)N1CCN(c2nc3ccccc3s2)CC1 | 2.5µM* | ? | -4% | ? | 16%[9.26 µM] | 0% | 3.2µM* | -8% | ? | 15µM* | ?
Cc1cccc(OCCC(=O)Nc2nnc(C)s2)c1 | -4% | 0% | -19% | 1% | 1% | -3% | 2% | 15% | 1 | -1% | -2%
COc1ccc(CCNC(=O)c2cc(S(=O)(=O)N3CCOCC3)cn2C)cc1OC | 2% | 29% | -4% | 0% | 0% | 0% | -20% | -6% | 2 | -4% | 5%
COc1ccc2c(c1)[nH]c1c(Cl)ncnc12 | -5% | 5% | -15% | -3% | -1% | -1% | 14% | -4% | 3 | -10% | 13%
CCN(CC)C(=O)c1ccc(Nc2nnc(C)c3ccccc23)cc1 | -2% | ? | -2% | -8% | 1% | 2% | 0% | ? | 0 | ? | -4%
CCOC(=O)c1c(C)[nH]c(C)c1C(=O)COC(=O)Cc1ccc(OC)c(OC)c1 | nt | 1% | nt | nt | 1% | 0% | -18% | nt | nt | nt | 4%

# Ordered by count of non-hydrogen atoms (smallest number first): part of the list above.
SMILES | NPC1 promoter act | ELG1 repair inh | Gal4-VP16 FLuc | Rab9 prom act | ELG1 genotox | Tb PFK inh | BRCA1 expr act | RORg inh | TRPV1 ag | FLuc counter | p53 reactivation
Cc1ccc(-c2cc(-c3cccs3)[nH]n2)c(O)c1 | 3% | ? | ? | 3% | 4.1µM* | 0% | -19% | 11µM* | -1 | 6.7µM* | ?
CCOC(=O)C1(CCCc2ccccc2)CCN(S(=O)(=O)N(C)C)CC1 | 1% | -11% | -11% | -1% | -11% | 1% | -32% | ? | ? | 0% | nt
COc1ccc(CCNC(=O)c2cc(S(=O)(=O)N3CCOCC3)cn2C)cc1OC | 2% | 29% | -4% | 0% | 0% | 0% | -20% | -6% | 2 | -4% | 5%
CC(C)N(C(=O)[C@H]1C[C@H](CC(=O)NC(C)(C)C)C(=O)N2CCc3c([nH]c4cc(-c5ccco5)ccc34)[C@]12C)C(C)C | nt | -18% | nt | nt | -3% | -5% | -25% | nt | nt | nt | -6%

# (list continues)
SMILES | NPC1 promoter act | ELG1 repair inh | Gal4-VP16 FLuc | Rab9 prom act | ELG1 genotox | Tb PFK inh | BRCA1 expr act | RORg inh | TRPV1 ag | FLuc counter | p53 reactivation
CC(=O)Nc1ccc(S(=O)(=O)N(Cc2cccnc2)Cc2cc3ccccc3[nH]c2=O)cc1 | -5% | -34% | 4% | -1% | -9% | 1% | -1% | -7% | -1 | 2% | -9%
Cc1cc(C2=NNC(=NC3CC3)SC2)c(C)n1-c1ccccc1F | -24% | ? | 0.71µM* | -37%[inhibitor] | -11% | -3% | ? | 1.1µM* | 5 | 0.21µM* | -7%
Cc1cc(OC(=O)c2ccccc2)c([N+](=O)[O-])c(=O)[nH]1 | -3% | 12% | 0% | 0% | 0% | -4% | -20% | -7% | ? | -8% | -3%
Cc1ccc(OC(=O)CCc2c(C)nc3ncnn3c2C)cc1 | -2% | 15% | -7% | -4% | 1% | -4% | 3% | 2% | 0 | 5% | -8%
CCNC(=O)NC(=O)C(C)Sc1nc2ccccc2c(=O)n1-c1cccnc1 (configuration not stated) | -9% | 17% | -2% | -4% | 3% | 1% | 11% | ? | 1 | 1% | -7%
N#Cc1c(SCC(N)=O)nsc1SCc1ccc(Cl)cc1 | 7% | -13% | 1% | -1% | 5% | 1% | -68% | 31% | ? | 2% | -11%
CC1CCc2sc(C(=O)OCC(=O)NC(C)C)cc2C1 (configuration not stated) | -5% | -1% | 8% | -7% | 1% | 2% | 0% | 4% | 17 | -1% | ?
COc1ccc(CCNC(=O)CSCc2c(F)cccc2Cl)cc1OC | -4% | 6% | -10%[10 µM] | 8% | -2% | -1% | -22% | 1% | 15 | -1% | -4%
Cc1ccc(S(=O)(=O)N2CCCCC2)cc1NC(=O)C1CC(=O)N(Cc2ccco2)C1 (configuration not stated) | -3% | 3% | nt | -3% | 1% | -1% | -21% | nt | -3 | 4% | -9%
CC(C)(C)NS(=O)(=O)c1ccc(CCC(=O)NCc2ccccn2)cc1 | 2% | -7% | nt | -4% | -3% | 23% | -2% | nt | -3 | 3% | nt
COc1ccc(C(=O)O/N=C(\C)c2ccccc2)cc1 | 4% | 0% | -6% | 2% | 2% | -13% | 54% | -1% | 2 | 0.67µM* | 8%
O=C(CC1(O)C(=O)Nc2ccccc21)c1ccc2c(c1)OCO2 (configuration not stated) | 0% | 14% | -1% | 2% | 3% | 1% | -5% | -13% | 3 | 2% | 8%
COc1ccc(N2CCN(C(=O)c3cccnc3SCc3cccc(Br)c3)CC2)cc1 | -2% | ? | -12% | -3% | -10% | -2% | -38% | ? | 1 | 4% | -1%
CCCCCCCCC1=NCCc2c1[nH]c1ccccc21 | -3% | -16% | 3% | -8% | -10% | 7% | -76% | -23% | 7 | -11% | 7%
Cc1cccc(S(=O)(=O)N2CCN(Cc3ccc4c(c3)OCO4)CC2)c1 | -3% | -8% | 2% | -1% | -6% | -1% | -7% | 11% | 13 | 0% | -6%

# Continued.
SMILES | NPC1 promoter act | ELG1 repair inh | Gal4-VP16 FLuc | Rab9 prom act | ELG1 genotox | Tb PFK inh | BRCA1 expr act | RORg inh | TRPV1 ag | FLuc counter | p53 reactivation
Cc1ccc(NC(=S)N(CCCN2CCOCC2)Cc2cccnc2)cc1C | -2% | -8% | -5% | -3% | 0% | 2% | -8% | -3% | 2 | -1% | 4%
Cc1ccc(CN2C(=O)c3ccccc3NC2c2ccccn2)cc1 (configuration not stated) | -2% | -5% | 18% | -5% | -1% | -1% | -5% | 5% | 9 | 3% | -4%
O=C1c2ccccc2C(=O)N1CCCCSc1nnc2ccccn12 | 6% | 24% | 14% | 3% | 1% | -4% | -12% | 13% | -1 | -1% | 8%
O=S(=O)(c1ccc(F)cc1)N1CCN(C(=S)NCCc2ccccc2)CC1 | -1% | 12% | 0% | 5% | 2% | 1% | -25% | -21% | ? | 3% | 11%
COc1ccc(OC)c(NC(=O)CS(=O)(=O)c2cn(CC(=O)N3CCOCC3)c3ccccc23)c1 | 0% | 0% | -2% | nt | 1% | 0% | -1% | -1% | -3 | 4% | -11%
CCOc1cc(S(=O)(=O)NCC2CCCO2)ccc1F (configuration not stated) | -1% | -6% | 3% | 4% | -5% | -2% | -18% | 7% | 1 | 0% | -1%
Cc1cc(C)c(NC(=O)c2cc(C(=O)O)ccc2C(=O)O)c([N+](=O)[O-])c1 | -3% | -26% | -2% | -1% | 7% | 2% | 0% | 0% | 1 | 1% | 0%
CCOc1c(S(=O)(=O)NC2CC(C)(C)NC(C)(C)C2)ccc(Cl)c1Cl | 0% | -6% | 2% | -15% | -2% | -2% | 8% | 19% | 1 | 0% | -1%

# Screening data: PubChem BioAssay, National Center for Advancing Translational Sciences (NCATS)
